# HTRA1 inh: HTRA1 (human) protease inhibition. recombinant HTRA1, FP-rhodamine activity-based probe, fluorescence polarization. Q92743. AID 504803. hit rate 0.5% among 340,000. inhibition, % at 5.96 µM; in the data active = inhibition above about 36%;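 note: 0% = enzyme with DMSO and 100% = wells lacking enzyme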
# LEDGF integ inh: blocks HIV-1 LEDGF/p75-dependent DNA integration. TR-FRET IN-LEDGF/p75 DNA integration, Eu/Cy5. inhibition, % at 3.7 µM. hit rate 0.64% among 370,000. AID 743269;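 active = inhibition above the screen-wide mean plus 3 SD, cut at about 13% in these data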;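 note: signal is the Cy5 over europium emission ratio at 671 and 618 nm; 0% = plate median of compound wells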
# Rev-erbA mod: modulators of human Rev-erb alpha DNA binding. Rev-erbα–FITC-DNA binding, fluorescence polarization, 90 min. activity, % at 10 µM. hit rate 0.79% among 370,000;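 active = activity above about 14%, limit read from the data; passing the limit was not always enough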;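 note: 0% = DMSO wells with 35 nM protein and 100% = DMSO wells with 750 nM protein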
# Target sequence (P20393 whole entry, looked up): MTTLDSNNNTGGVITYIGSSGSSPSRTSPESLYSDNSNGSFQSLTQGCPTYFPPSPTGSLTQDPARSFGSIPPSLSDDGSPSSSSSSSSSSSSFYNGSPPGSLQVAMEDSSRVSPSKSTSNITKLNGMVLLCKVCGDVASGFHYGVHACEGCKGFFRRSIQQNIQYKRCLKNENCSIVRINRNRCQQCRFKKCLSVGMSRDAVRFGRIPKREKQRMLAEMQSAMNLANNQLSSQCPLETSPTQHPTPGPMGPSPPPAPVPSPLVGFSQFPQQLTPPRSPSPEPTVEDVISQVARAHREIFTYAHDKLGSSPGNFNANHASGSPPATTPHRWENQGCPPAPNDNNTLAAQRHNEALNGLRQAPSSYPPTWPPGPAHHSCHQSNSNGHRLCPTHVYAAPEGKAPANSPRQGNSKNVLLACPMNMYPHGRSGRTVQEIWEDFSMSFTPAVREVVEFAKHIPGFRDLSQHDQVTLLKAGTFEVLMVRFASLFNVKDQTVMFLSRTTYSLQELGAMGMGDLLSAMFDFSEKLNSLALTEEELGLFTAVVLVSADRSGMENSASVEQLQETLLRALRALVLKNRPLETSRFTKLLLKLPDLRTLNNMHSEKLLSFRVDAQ
# rCAG binder: binds r(CAG) RNA repeats | r(CAG) RNA repeat, TO-PRO-1 dye displacement fluorescence | inhibition, % at 3 µM | hit rate 1.3% among 370,000 | AID 651821;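 active = inhibition above the plate cutoff, the mean of all test compounds on that plate plus 3 SD, cut at about 35% in these data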;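 note: 0% = DMSO alone and 100% = 100 µM mitoxantrone as full dye displacement; higher means more dye released from RNA so lower well fluorescence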
# TCR CD3 inh: inhibitors of human TCR-CD3 interaction; TAMRA-labeled TCR probe fluorescence, biochemical; inhibition, % at 9.4 µM; hit rate 0.37% among 360,000; AID 651800; in the data active = inhibition above about 19%;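 note: recombinant mutant TCR 2C K166C tagged with TAMRA read by polarization; 0% = receptor in buffer alone and 100% = receptor with positive control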
# TDP2 inh: blocks human TDP2 phosphodiesterase activity | hit rate 0.34% among 370,000 | AID 720702 | recombinant TDP2, T5PNP hydrolysis, p-nitrophenol absorbance 415 nm | inhibition, % at 12.8 µM;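 active = inhibition above the mean of all tested compounds plus 3 SD, set per campaign, cut at about 25% in these data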;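 note: 0% = DMSO with enzyme and 100% = buffer with substrate but no TDP2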
# Target sequence (O95551 whole entry, looked up): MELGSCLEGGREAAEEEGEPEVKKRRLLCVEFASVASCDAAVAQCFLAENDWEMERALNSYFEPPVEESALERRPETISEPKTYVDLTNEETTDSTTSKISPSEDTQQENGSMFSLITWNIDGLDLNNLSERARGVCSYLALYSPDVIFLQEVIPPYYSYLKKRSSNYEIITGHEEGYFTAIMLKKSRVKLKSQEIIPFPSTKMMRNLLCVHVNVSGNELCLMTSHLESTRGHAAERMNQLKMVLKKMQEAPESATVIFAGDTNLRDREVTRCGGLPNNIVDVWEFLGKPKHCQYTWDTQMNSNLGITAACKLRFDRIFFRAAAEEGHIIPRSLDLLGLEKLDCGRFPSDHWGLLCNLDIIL
#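 Test system: human TDP2 enzyme; Input: 120 nM TDP2 per well; Buffer or medium: Mg2+-containing Tris-HCl buffer, pH 7.5; Reagent: 5 mM T5PNP; Dosing: 12.8 µM single point, 1% DMSO; Incubation: reaction 2 h, 37 °C; Detection: p-Nitrophenol epi absorbance; Read-out: % inhibition relative to enzyme-containing and enzyme-free wells; Replicates: single well per compound.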
# PG9 binder: PG9 antibody binding by small molecule; hit rate 0.43% among 360,000; TR-FRET gp120-PG9 antibody binding; inhibition, % at 6.7 µM; AID 624416; in the data active = inhibition above about 8.5%
# SIAE primary: inhibitors of human sialic acid acetylesterase SIAE. AID 1053197. hit rate 0.69% among 370,000. SIAE FP-Rh probe binding, fluorescence polarization. inhibition, % at 9.66 µM. Q9HAT2;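 active = inhibition above a cutoff: mean of compounds within the control limits plus 3 SD of those, cut at about 17% in these data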;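 note: 0% = plate median of compound wells and 100% = probe without SIAE protein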
# PRMT1 FP inh: blocks human protein arginine methyltransferase 1 | Q99873 | recombinant PRMT1, activity-based probe fluorescence polarization | inhibition, % at 2.79 µM | hit rate 1.3% among 370,000 | AID 652257;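 active = inhibition above about 21% made by adding two undisclosed values, limit read from the data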
# ABHD4 inh: ABHD4 (mouse) inhibition, primary FP screen; Q8VD66; purified mABHD4, FP-Rh probe fluorescence polarization; inhibition, % at 8.92 µM; hit rate 0.54% among 370,000; AID 720543;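 active = inhibition exceeding the mean over every tested compound plus 3 SD, cut at about 30% in these data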;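 note: 0% = plate median of compound wells and 100% = S159A mutant with DMSO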
#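 assay system = mABHD4 protein | compound dosing = single nominal dose of 8.92 µM, 0.89% DMSO final | read-out basis = percent inhibition of probe binding, normalized to plate controls | schedule = Enzyme–compound pre-incubation 45 min, then probe 60 min, both 25 °C | detection = fluorescence polarization, excitation 525 nm, emission 598 nm, BODIPY TMR filters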
# An asterisk follows results filed as active; · = no result given. A portion of the library; the hit share may differ from the screen's.
SMILES,HTRA1 inh,LEDGF integ inh,Rev-erbA mod,rCAG binder,TCR CD3 inh,TDP2 inh,PG9 binder,SIAE primary,PRMT1 FP inh,ABHD4 inh
CC(C)C(=O)N(Cc1cc2ccccc2[nH]c1=O)C(C)C,4.7,4.0,-4.3,-0.4,2.4,5.5,0.5,2.4,-1.2,-4.0
Cc1csc(NC(=O)CSc2ccc3nnc(CCNS(=O)(=O)c4ccccc4)n3n2)n1,2.7,-1.6,-1.5,-3.2,-7.7,-8.6,0.3,-7.2,6.2,-11.7
CC1CCCC(C)N1CCCNC(=O)c1ccc2c(c1)NC(=O)c1ccccc1S2 (stereo not given),-1.0,0.5,4.8,23.9,-0.8,4.3,-1.2,4.8,-0.3,-6.5
Fc1cc(Cl)ccc1NC(=S)NCCN1CCOCC1,-7.1,-2.0,-3.4,0.2,-5.8,10.4,1.2,3.6,0.6,-1.1
Cc1ccc(S(=O)(=O)/N=C(/NC(=S)Nc2c(C)n(C)n(-c3ccccc3)c2=O)c2ccccc2)cc1,7.2,-6.5,4.9,11.5,-2.0,3.7,0.1,2.6,3.0,10.7
O=C(NCCc1ccc(Cl)cc1)c1ccc(S(=O)(=O)N2CCCC2)cc1,-10.7,-7.5,1.1,-3.0,-7.7,-11.9,2.9,-7.1,0.0,-3.4
O=C(Nc1cc(C(=O)N2CCN(c3ccccc3)CC2)ccc1Cl)c1cccs1,-7.5,1.3,1.9,4.1,7.8,-4.6,0.5,-4.7,-1.6,0.6
COc1ccc(N(CC(=O)Nc2ccc3c(c2)OCCO3)S(=O)(=O)c2cccc(C)c2)cc1,-26.6,-2.5,-2.1,1.8,-2.9,0.2,0.6,-8.6,0.0,-11.0
Cc1ccc(NC(=O)C(C)Sc2nnc(C)n2CC2CCCO2)cc1 (stereo not given),0.5,-10.6,1.9,-0.2,-2.8,-3.5,-0.4,-2.1,2.3,4.7
COc1cc2c(cc1OC)C(c1cc(Br)ccc1F)N(C(=O)CCl)CC2 (stereo not given),-0.9,-4.8,0.4,-3.3,1.4,4.6,-3.4,-3.3,0.2,-2.2
COc1ccc(NC(=S)Nc2ccccc2Cl)cn1,-1.1,1.7,-0.5,0.4,-0.6,4.1,-2.0,3.7,-0.6,-5.5
COc1cc(N(C)C)c([N+](=O)[O-])cc1C(=O)NC(C)CNc1ccc([N+](=O)[O-])cc1Cl (stereo not given),-2.8,1.0,-1.9,0.9,-2.1,8.3,0.0,1.4,1.8,10.2

# Quoted from the listing:
# For rCAG binder, COc1cc(N(C)C)c([N+](=O)[O-])cc1C(=O)NC(C)CNc1ccc([N+](=O)[O-])cc1Cl (stereo not given) reads 0.9
# For PG9 binder, Cc1ccc(S(=O)(=O)/N=C(/NC(=S)Nc2c(C)n(C)n(-c3ccccc3)c2=O)c2ccccc2)cc1 reads 0.1
# For TDP2 inh, O=C(Nc1cc(C(=O)N2CCN(c3ccccc3)CC2)ccc1Cl)c1cccs1 reads -4.6
# For HTRA1 inh, Cc1ccc(NC(=O)C(C)Sc2nnc(C)n2CC2CCCO2)cc1 (stereo not given) reads 0.5
# For HTRA1 inh, O=C(NCCc1ccc(Cl)cc1)c1ccc(S(=O)(=O)N2CCCC2)cc1 reads -10.7
# For ABHD4 inh, Fc1cc(Cl)ccc1NC(=S)NCCN1CCOCC1 reads -1.1

# Remaining list, next part:
SMILES,HTRA1 inh,LEDGF integ inh,Rev-erbA mod,rCAG binder,TCR CD3 inh,TDP2 inh,PG9 binder,SIAE primary,PRMT1 FP inh,ABHD4 inh
COc1ccc(N2CCC(N3CCN(C)C(CCO)C3)CC2)cc1 (stereo not given),1.0,-3.0,-2.8,-2.9,1.4,4.3,-0.7,-1.5,-3.0,-4.9
Clc1ccc(Nc2ccc(NCc3ccccc3)nn2)cc1,-0.1,-4.5,-4.3,7.0,5.1,-1.0,-1.3,15.0,-2.3,12.5
COc1ccc(S(=O)(=O)Nc2ccc(S(=O)(=O)N3CCCCC3)cc2)cc1C,-4.9,-0.9,-8.7,8.7,1.8,-1.6,-3.2,-6.6,2.2,-6.9
O=C(Oc1ccccc1C(=S)N1CCCCC1)c1cc([N+](=O)[O-])cc([N+](=O)[O-])c1,-7.7,-3.1,-2.6,2.6,3.9,2.2,-0.6,-3.8,41.9*,8.4
COc1cccc(C2=NOC(C(=O)NC(C)C)C2)c1 (stereo not given),2.7,-3.4,-0.4,-2.2,-6.2,5.8,0.4,-1.7,-1.5,1.2
CCC(c1nnnn1Cc1ccco1)N(Cc1ccccc1OC)Cc1cc2cc(C)ccc2[nH]c1=O (stereo not given),-40.6,-2.9,-0.1,5.2,-2.3,-5.7,1.0,12.8,15.2,0.1
COc1ccccc1C(CNC(=O)c1oc2ccccc2c1C)N1CCCC1 (stereo not given),-28.8,-1.3,-1.4,3.1,0.7,6.2,-3.0,-2.9,-1.2,-2.5
Cc1cc(=O)n(C)c(=O)n1CCCCCCN1CCCC1,-5.0,-3.2,-1.5,-1.9,4.3,6.4,0.1,-3.4,2.1,11.9
COCc1[nH]nc2c1C(c1ccc(F)cc1)N(c1ccc(OC)cc1)C2=O (stereo not given),·,1.0,4.4,3.5,2.5,-9.0,1.3,-0.2,-5.6,3.7
C=CCN(CC=C)C(=O)C1CC(=O)N(c2ccc(Br)cc2)C1 (stereo not given),-2.1,0.4,3.6,2.0,-4.0,-13.1,-0.3,0.4,0.0,-1.6
NC(=O)C1CC(=O)N(c2ccc(OCc3ccc(Cl)cc3)cc2)C1 (stereo not given),5.5,-5.8,3.9,-5.2,-2.7,-5.2,0.4,-3.9,0.8,-1.1
Cc1nnc(SCc2nnc(-c3cccs3)o2)s1,6.3,0.1,-4.4,-1.4,3.7,3.0,-0.4,-1.4,-0.4,4.1

# 3 compounds out of the list, arranged by molar mass, low to high.
SMILES,HTRA1 inh,LEDGF integ inh,Rev-erbA mod,rCAG binder,TCR CD3 inh,TDP2 inh,PG9 binder,SIAE primary,PRMT1 FP inh,ABHD4 inh
C=CCN(CC=C)C(=O)C1CC(=O)N(c2ccc(Br)cc2)C1 (stereo not given),-2.1,0.4,3.6,2.0,-4.0,-13.1,-0.3,0.4,0.0,-1.6
COc1ccccc1C(CNC(=O)c1oc2ccccc2c1C)N1CCCC1 (stereo not given),-28.8,-1.3,-1.4,3.1,0.7,6.2,-3.0,-2.9,-1.2,-2.5
COc1ccc(S(=O)(=O)Nc2ccc(S(=O)(=O)N3CCCCC3)cc2)cc1C,-4.9,-0.9,-8.7,8.7,1.8,-1.6,-3.2,-6.6,2.2,-6.9

# Next part:
SMILES,HTRA1 inh,LEDGF integ inh,Rev-erbA mod,rCAG binder,TCR CD3 inh,TDP2 inh,PG9 binder,SIAE primary,PRMT1 FP inh,ABHD4 inh
CCCCCCC(O)(c1ccccc1)C(CN1CCOCC1)c1ccccc1 (stereo not given),-8.3,-4.3,2.5,-6.7,-2.1,1.3,1.9,-1.2,0.6,3.2
CC1CCN(S(=O)(=O)c2ccc3c(c2)CCN3C(=O)C2CCC2)CC1,6.5,0.7,1.8,-1.6,-9.7,-13.6,1.6,6.5,8.8,-7.0
N#C/C(=C1/CCCCCN1)c1nc2ccccc2[nH]1,-3.9,-2.1,5.3,0.1,3.7,-7.7,-1.7,8.3,-1.9,1.2
Cc1cc(SCc2ccc(Cl)c(Cl)c2)nc(=O)[nH]1,-6.5,-0.2,1.5,0.2,0.1,2.5,0.1,-4.8,2.2,0.9
CCN(Cc1ccccc1)C(=O)c1cc(S(=O)(=O)N2CCOCC2)ccc1N1CCCC1,-2.5,-1.4,0.1,0.8,0.6,2.3,-0.6,2.6,0.8,-5.0
CC1=C(/C=N/Nc2ccc([N+](=O)[O-])cc2[N+](=O)[O-])C(C)(C)CCC1,7.3,1.3,6.0,1.0,5.4,2.2,-0.6,-2.0,1.1,-11.0
CCOc1ccc(N(CC(=O)NCCSc2ccccn2)S(=O)(=O)c2ccc(Cl)cc2)cc1,3.4,-4.3,0.6,-1.5,4.3,-4.7,-1.5,-4.7,1.6,3.5
CC(=O)C1=NN(c2ccccc2)C2(S1)S/C(=C\c1ccccc1)C(=O)N2c1ccccc1 (stereo not given),-4.9,3.0,6.0,4.0,-2.1,2.5,1.0,-2.1,1.9,-0.6
Cc1ccc(Nc2nc(N)nc(CSc3ncccn3)n2)cc1,4.1,2.3,-1.8,-4.6,5.4,-4.0,-1.7,4.4,-2.2,0.8
CN(C)S(=O)(=O)c1cccc(NC(=O)CSc2nc3c(cc2C#N)C(=O)CC(C)(C)C3)c1,2.0,-4.9,3.1,10.3,3.1,8.5,-1.2,2.3,-0.7,12.5
C/C=C(\C)C(=O)OC1c2c(ccc3ccc(=O)oc23)OC(C)(C)C1OC(C)=O (stereo not given),-2.9,0.0,0.9,-8.4,6.9,-1.1,0.1,-0.8,0.9,-6.6
COc1ccc(S(=O)(=O)c2ccc(OC)c(OC)c2)cc1OC,3.3,1.2,-5.0,-0.5,-0.2,8.5,-0.9,-3.5,0.3,2.4
Cc1cccc(C(=O)NNC(=S)NC(=O)c2cccs2)c1,8.2,4.8,-3.1,9.2,13.2,3.7,-3.5,1.6,-1.8,2.2
CCN(CC)CCn1c(/N=C/c2cc(Br)ccc2O)nc2ccccc21,1.9,4.1,6.2,1.2,0.5,8.2,-1.0,3.9,-0.3,11.3
CC(O)c1nc2ccccc2n1CC(=O)N1CCN(c2ccccc2)CC1 (stereo not given),-9.6,0.8,4.0,0.9,-5.3,-17.8,-0.4,-2.8,-0.6,-7.4
Nn1cnc2cc3ccccc3cc2c1=O,1.5,1.7,3.8,7.9,4.0,5.6,-3.5,-4.3,-1.6,3.6
O=C(N[C@@H](Cc1cccnc1)C(=O)N1CCC[C@H]1C(=O)NC1CCCC1)c1ccc(Cl)c(Cl)c1,·,-1.4,3.5,-0.6,-0.1,5.0,-0.5,-0.3,4.8,-3.2
CC(=O)Nc1nc(CCN2C(=O)c3ccccc3C2=O)cs1,12.3,-1.6,5.0,-1.5,2.8,-16.5,-0.1,11.6,-3.2,4.8
Cn1cccc1C(=O)NNC(=O)COc1ccc(C#N)cc1,10.8,-1.9,-1.1,0.1,-3.5,-3.6,1.2,-4.0,1.2,8.0
O=C(O)CC/C(=N\Nc1ccc(Cl)cc1)c1cccs1,-9.2,-0.9,-3.5,5.5,-1.3,9.8,-1.7,-1.0,0.0,0.9
Cc1ccc(S(=O)(=O)NCC(=O)N(CC(=O)NC2CCCCC2)CC2CCCO2)cc1 (stereo not given),1.8,0.2,-1.6,-1.9,-5.8,6.7,0.0,4.5,1.6,7.1
COC(=O)c1ccc(NC(=O)Cc2ccc(F)cc2)cc1,-9.7,-1.7,-0.5,-4.0,-2.0,-2.3,-1.1,5.0,3.4,-2.8
CC(=O)C(=Nc1cccc(Cl)c1)NNc1ccccc1C,0.5,1.0,-0.6,-1.4,1.6,16.9,2.2,5.0,83.1*,28.7
COC(=O)C(Cc1ccc(O)cc1)NC(=O)c1ccccc1 (stereo not given),1.6,-2.9,-0.3,-0.8,-4.2,-2.0,1.5,5.0,0.7,-0.2
O=C1Nc2ccc(Br)cc2C12NNc1ccccc1O2 (stereo not given),49.1*,1.3,9.3,61.3*,8.7,-9.7,-2.6,16.0,6.8,27.7
